# HEK293 NFkB inh: inhibitors of the PMA/ionomycin-induced NF-kB reporter in HEK293 cells; AID 465; actives 0.21% (n = 62,000); inhibition, % at 3 µM; HEK-293 NF-kB luciferase reporter, luminescence;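 active = inhibition above the mean of all tested compounds plus 3 SD, cut at about 40% in these data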;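 also: 0% = stimulated DMSO wells and 100% = 10 µM reference inhibitor 5653914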
#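 Material: HEK-293 cells with stable firefly luciferase reporter driven by four HIV NF-kB elements / Also added: PMA plus ionomycin mix as NF-kB-activating stimulus / Compound dosing: 3 µM once, 0.30% DMSO / Times: 1 h pretreatment, 16 h stimulation, 37 °C / Signal: luminescence / Evaluation: per-plate % inhibition versus controls / Benchmarks: DMSO and 10 µM reference inhibitor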
# D1 allo mod: allosteric modulators of human D1 dopamine receptor; B-score at 10 µM; actives 5.9% (n = 58,000); HEK293 D1, CRE-luciferase, dopamine EC30 potentiation; actives deviate in either direction;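 active = luminescence count or its row- and column-corrected plate score outside the 99.7% band of the plate's sample wells, on either side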
# Jurkat tox 60K: reduces viability or proliferation of Jurkat cells | Jurkat E6.1 viability, ATP luminescence, 48 h | inhibition, % at 4 µM | actives 1.2% (n = 56,000) | AID 463;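 active = inhibition above the mean inhibition of all tested compounds plus 3 SD, cut at about 28% in these data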
# 5HT1E antag: 5-HT1E (human) receptor antagonism. inhibition, % at 6 µM. AID 571. actives 0.99% (n = 65,000). CHO 5-HT1E Ga15 NFAT-bla reporter, FRET, antagonist. P28566;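 active = inhibition above a set limit, the mean inhibition across every tested compound plus 3 SD, cut at about 29% in these data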;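 also: signal is the 460 over 535 nm emission ratio of beta-lactamase substrate; 0% = agonist plus DMSO wells and 100% = wells without agonist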
# Target sequence (P28566 whole entry, looked up): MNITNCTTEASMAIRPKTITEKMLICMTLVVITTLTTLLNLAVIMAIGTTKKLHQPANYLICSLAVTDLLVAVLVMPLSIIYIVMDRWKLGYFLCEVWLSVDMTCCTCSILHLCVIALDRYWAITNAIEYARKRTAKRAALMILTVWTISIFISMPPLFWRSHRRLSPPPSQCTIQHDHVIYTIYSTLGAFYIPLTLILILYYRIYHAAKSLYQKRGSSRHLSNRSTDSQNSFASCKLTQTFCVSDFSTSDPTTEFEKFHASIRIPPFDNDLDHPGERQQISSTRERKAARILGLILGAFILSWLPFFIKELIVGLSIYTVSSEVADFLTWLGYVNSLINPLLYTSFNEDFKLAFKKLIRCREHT
# S1P3 agonist: S1P3 (human) receptor agonism | S1P3 NFAT-BLA reporter cells, FRET ratio; relative to 1 µM S1P, basal subtracted | activation, % at 4.5 µM | actives 0.1% (n = 60,000);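 active = activation above the screen-wide mean plus 3 SD, cut at about 4.5% in these data, passing the limit was not always enough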; also: some compounds called inactive have numbers as strong as hits
#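 Material: Human S1P3 NFAT-BLA reporter CHO cells | Incubation: Overnight plating, 4 h compound 37 °C, 2 h substrate RT | Signal: FRET β-lactamase substrate fluorescence, excitation 405 nm, 460/535 nm emission ratio, background-subtracted | Compound: 4.5 µM final, single dose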
# S1P1 ag pot: S1P1 (human) agonism or agonism potentiation | activation, % at 9.5 µM | S1P1 CRE-bla cells, forskolin, beta-lactamase FRET, potentiator mode; S1P1 agonist co-added at EC20, 2 nM; 100% = saturating reference agonist, 0% = basal | actives 0.57% (n = 56,000);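 active = activation above a cutoff set at the mean activation of all tested compounds plus 3 SD, cut at about 54% in these data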;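 also: forskolin at 4 µM as EC80 and the EC20 agonist is SEW2871; 100% = SEW2871 at its EC100 plus forskolin at EC80; some compounds past the cut are filed as inactive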
# 5HT1a antag: antagonists of human 5-HT1a serotonin receptor; P08908; CHO 5-HT1a Ga15 NFAT-bla reporter, antagonist mode; inhibition, % at 10 µM; actives 0.68% (n = 62,000);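 active = inhibition above the mean of all tested compounds plus 3 SD, cut at about 43% in these data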;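 also: receptor stimulated by 5-CT agonist at 100 nM near EC80; beta-lactamase reporter measured by ratiometric fluorescence of a cleavable substrate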
# Target sequence (P08908 whole entry, looked up): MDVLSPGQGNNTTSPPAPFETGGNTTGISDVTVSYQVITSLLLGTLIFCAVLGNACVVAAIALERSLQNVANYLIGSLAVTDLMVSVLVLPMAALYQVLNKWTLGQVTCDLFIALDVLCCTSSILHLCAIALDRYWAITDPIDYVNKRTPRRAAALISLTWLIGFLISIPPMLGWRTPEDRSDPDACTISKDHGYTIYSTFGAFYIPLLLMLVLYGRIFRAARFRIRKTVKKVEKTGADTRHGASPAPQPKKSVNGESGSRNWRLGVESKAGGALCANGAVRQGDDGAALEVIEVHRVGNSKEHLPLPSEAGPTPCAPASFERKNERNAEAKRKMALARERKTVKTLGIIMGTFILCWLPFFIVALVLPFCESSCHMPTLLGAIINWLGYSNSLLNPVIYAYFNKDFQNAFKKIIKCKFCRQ
# HTR1E agonist: agonists of human 5-HT1E serotonin receptor; activation, % at 6 µM; AID 574; P28566; actives 0.69% (n = 65,000); CHO 5-HT1E Ga15 NFAT-bla reporter, FRET; 0% DMSO wells, 100% control agonist wells;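 active = activation above a set limit, the screen-wide mean activation plus 3 SD, cut at about 8.5% in these data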;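 also: 100% = positive control agonist at 1 µM giving full maximal response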
# 5HT1a ag: agonists of human 5-HT1a serotonin receptor. actives 0.56% (n = 65,000). CHO 5-HT1a Ga15 NFAT-bla reporter, FRET ratio; 0% basal, 100% maximal reference agonist. activation, % at 10 µM. P08908;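 active = activation above the screen-wide mean activation plus 3 SD, cut at about 19% in these data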;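 also: 0% = DMSO wells and 100% = 5-CT at EC100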
# The depositor's hits bear a star; . = not tested or not shown.
SMILES,HEK293 NFkB inh,D1 allo mod,Jurkat tox 60K,5HT1E antag,S1P3 agonist,S1P1 ag pot,5HT1a antag,HTR1E agonist,5HT1a ag
Cc1ccccc1-c1ccc(=O)n(CC(=O)Nc2ccc(N3CCOCC3)cc2)n1,10,.,-10,4,0.1,-2,8,0.1,0.8
CCSc1nnc(-c2ccc(S(=O)(=O)NCc3cccs3)cc2)o1,15,0.63,4,9,-0.5,9,7,-1.6,0.3
Cn1c(=O)n(C)c2cc(CN3C(=O)OC(C)(C)C3(C)O)ccc21 (stereo not drawn),8,0.38,2,-5,-1.3,6,-8,0.2,-1.7
CCOCCCNC(=O)c1ccccc1SCC,12,-0.015,-4,5,-0.6,-21,4,-0.4,-0.4
Cc1cc2ncn(/N=C/c3cc(Br)ccc3O)c2cc1C,5,-0.01,-6,-8,-0.6,-11,2,0.9,-2.7
CCOC(=O)c1cnn(-c2nc(C)nc3sc4c(c23)CCC4)c1N,13,0.55,3,-1,-0.8,-2,-11,0.5,-1.3
Cc1ccc(C)c(N2CCN(C(=O)c3cc4ccccc4oc3=O)CC2)c1,4,0.92,0,-12,0.0,-2,-10,0.6,-1.7
CCOC(=O)NC1(C(F)(F)F)NC(=O)N(C2CCCCC2)C1=O (stereo not drawn),10,-0.012,-9,-5,0.1,.,-11,0.3,-1.2
CCOC(=O)c1nn(-c2ccc(OC)cc2)c(=O)c2c(NC(=O)c3ccco3)scc12,18,-1.1,4,9,-0.9,6,-1,-1.7,-2.9
COc1ccc(NC(=O)N(CCCN2CCOCC2)Cc2cccnc2)c(OC)c1,2,.,-2,-4,0.3,-8,4,0.3,-0.5
CCCOc1cc(CN2CCCCC2)cc(C(C)=O)c1,.,.,.,2,-3.6,-24,.,-0.9,1.0
CC1(C)Cc2c(sc3c2C2=NCCN2C=N3)CS1,.,.,.,7,-3.0,-3,.,-0.5,1.1
Cc1ccc(-c2ccc(=O)n(CC(=O)NCCN(C)C)n2)cc1,6,-1.5,2,-5,0.5,1,3,-0.4,-3.3
COc1ccccc1-n1c(CNc2c(C)cccc2C)nnc1SCC(=O)N1CCOCC1,8,-0.61,17,3,-0.5,-2,-2,-0.7,-1.4
Cc1onc(-c2ccccc2Cl)c1C(=O)Nc1nnc(C(C)C)s1,10,.,5,-10,-0.5,-27,-12,0.8,1.1
Cc1ccc2c(c1)C(O)(CC(=O)c1ccc3c(c1)OCO3)C(=O)N2 (stereo not drawn),-10,-0.22,-7,-10,-0.4,.,3,5.1,-2.6
COc1ccc2oc(-c3ccccc3)c(C(=O)N3CCOCC3)c2c1,20,1.8,-2,4,-0.1,11,-6,-0.4,-1.9
CC1=CS/C(=C(/C#N)C(=O)N2CCOCC2)N1c1ccccc1,6,-0.012,-11,-7,-0.1,-4,-2,0.0,0.4
COc1ccc(C)cc1S(=O)(=O)N1CCC(C(=O)N2CCOCC2)CC1,10,.,-6,-4,-0.5,10,-7,0.5,1.0
Cc1occc1-c1nnc(SCC(=O)NCc2cccs2)n1CC1CCCO1 (stereo not drawn),7,0.034,-1,-5,-0.4,-21,-7,-1.6,0.3
O=C(Nc1ccccn1)c1cccnc1,14,-1.2,-6,3,-0.3,6,-2,-0.2,0.1
O=C(CN(CC1CCCO1)C(=O)CCC(=O)Nc1nccs1)NCC1CCCO1 (stereo not drawn),9,0.83,-8,0,0.3,-18,0,0.1,0.1
COc1cc(C2CC(=O)N3CN(c4ccccc4C)CSC3=C2C#N)cc(OC)c1OC (stereo not drawn),6,-0.96,2,-7,0.5,-29,0,0.5,-1.8
Cc1nnc(SCCCN2C(=O)c3ccccc3C2=O)o1,24,0.019,-1,-13,-0.6,-11,-16,0.1,-0.4
NC(=O)C1CCCN(Cc2ccc(Cl)cc2)C1 (stereo not drawn),6,-0.35,0,-4,-1.8,-9,2,0.6,-4.9
CCC(C)n1[nH]c(=O)c2c(C)cc(C)nc21 (stereo not drawn),6,2.6,-3,-7,-1.0,-7,-3,0.1,1.9
CCCSCCCNC(=O)Cn1cc2c(n1)CCCCC2,12,-0.056,7,-1,-1.0,-12,2,-0.2,1.3
Cc1ccc(C)c(Cn2c(CO)nc3ccccc32)c1,25,0.018,-2,17,1.5,6,6,-0.9,-2.4
COc1cccc(-n2c(SCC(=O)NC3CCCCC3)nc3n[nH]c(C)c3c2=N)c1,18,-2.5,23,2,-0.2,-43,-1,0.3,-1.9
Cc1cc(C)c(S(=O)(=O)Nc2cccnc2)c(C)c1,-3,-0.25,-1,0,0.0,-17,2,-0.9,-3.4
CCC(CO)Nc1ncnc2c1cnn2-c1ccc(Cl)cc1 (stereo not drawn),-54,-5.7*,-1,4,-1.1,0,-4,0.2,-2.3
CCCC1=[N+](CC)CCn2c(C)ccc21,20,-0.15,0,-10,-0.6,-6,1,0.1,-3.3
O=C(c1cc2cc(Cl)ccc2oc1=O)N1CCOCC1,-14,0.4,-7,-4,-0.7,6,2,0.3,-2.0
CCOc1cc(CN2CCN(C(=O)c3ccco3)CC2)ccc1OC,9,0.35,0,0,0.8,-21,-3,0.8,0.1
CN(CC(=O)N1CCN(c2ccc(F)cc2)CC1)S(=O)(=O)c1ccc(F)cc1,-3,-0.11,6,9,-0.3,.,-14,0.2,-3.7
O=C(CCCn1c(=O)[nH]c2cc(Cl)ccc2c1=O)NCCCN1CCCC1,12,-0.96,.,3,.,.,3,0.3,-0.5
Cc1cccc(C(C)(C)C)c1OCCn1ccnc1,9,-1,9,1,-0.6,.,5,-1.0,1.8
CC1CCN(Cc2nc(-c3ccccc3)no2)CC1,-19,0.25,2,-3,1.4,-20,-4,-0.7,0.2
O=C(CN1CCN(Cc2ccc(F)cc2Cl)C1=O)NCCCN1CCOCC1,8,0.022,-4,0,-0.5,14,-3,-0.5,-2.8
CCOC(=O)C1=C(C)NC(=O)NC1c1ccco1 (stereo not drawn),11,-0.07,.,-4,.,.,-2,0.3,-2.8
CCOC(=O)c1ccc(NC(=O)CSc2nc3c(c(=O)n2CC)SC(C)C3)cc1 (stereo not drawn),6,-0.25,7,1,-1.4,14,-7,0.7,0.4
CN1CCN(CC(=O)Nc2ccc(Cl)cc2Cl)CC1,17,-0.52,8,-7,-0.9,-1,-1,0.0,2.0
CCc1nnc(NC(=O)C(C)Sc2ccccc2)s1 (stereo not drawn),3,1.6,0,-8,-0.8,7,-12,1.3,-3.7
CC(CN1CCN(C)CC1)OC(=O)c1ccc(Cl)cc1Cl (stereo not drawn),.,-1.9,.,-9,0.6,7,.,0.6,0.7
COc1cc(C(=O)NC2=NCCS2)ccc1OCc1c(C)noc1C,19,-0.84,2,-2,0.1,-20,-9,-0.1,-2.5
CC(=O)c1ccc(NC(=O)CSc2nnc(NC(=O)CN3CCOCC3)s2)cc1,16,0.8,.,5,.,.,-7,-0.6,-0.9
c1cc(-c2nnc(-c3ccncc3)o2)ccn1,18,-0.093,-8,7,-0.6,-15,0,0.7,-1.0
NC(=O)SC/C(=N\S(=O)(=O)c1ccccc1)Nc1ccccc1,20,0.16,-1,0,0.5,-25,-2,-0.8,-1.9
COc1ccc2c(CC(=O)Nc3nnc(C4CC4)s3)coc2c1,2,-0.7,-8,-16,0.9,-1,6,-0.2,1.8
COC(=O)c1cccc(C(=O)Nc2cnc3ccccc3c2)n1,-12,-0.34,2,1,1.1,-14,5,-0.9,-3.0
Cn1c(=O)oc2cc(S(=O)(=O)NC3CCN(Cc4ccccc4)CC3)ccc21,-4,-1.3,-2,3,0.2,-4,-6,0.2,-1.8
COc1cc(NC(=O)C2CCCN2S(=O)(=O)c2cccc3cccnc23)cc(OC)c1OC (stereo not drawn),12,0.61,2,6,-0.9,-9,-20,0.6,0.0
CCC(=O)Nc1cc(C)c(NC(=O)C23CC4CC(CC(C4)C2)C3)cn1,5,0.13,3,-1,-0.4,-5,-3,-1.4,-2.8
Cc1ccc(S(=O)(=O)N2CCC(C(=O)Nc3ccc4c(c3)COC4=O)CC2)cc1,13,-0.34,10,8,-1.4,6,-10,0.9,0.9
COc1ccc(NC(=O)C2OCCc3ccccc32)c(OC)c1 (stereo not drawn),18,0.62,3,5,-1.3,11,2,-0.3,3.0
Fc1cccc(Nc2ncnc3c2cnn3-c2ccccc2)c1,-10,-2.1,10,-2,-0.1,16,16,0.7,-1.8
CCOC(=O)Cn1c(=O)n(C2CCCC2)c(=O)c2ccccc21,-10,.,-4,-12,0.7,-20,13,0.2,0.0
COc1cccc2cc(C(=O)NC(C)C3CCCO3)c(=O)oc12 (stereo not drawn),12,0.86,6,-9,-0.2,.,-14,1.5,1.5
COc1ccc(NC2CC(=O)N(C(C)C)C2=O)cc1 (stereo not drawn),-14,-0.31,-1,6,-0.5,-2,13,-1.3,2.8
O=C(Nc1nc2ccc(Cl)cc2s1)c1ccc(Br)o1,-31,-0.76,15,14,0.2,.,1,0.5,2.0

# One compound at a time, from the list above. Order of values: HEK293 NFkB inh, D1 allo mod, Jurkat tox 60K, 5HT1E antag, S1P3 agonist, S1P1 ag pot, 5HT1a antag, HTR1E agonist, 5HT1a ag
# Record of COc1ccc2c(CC(=O)Nc3nnc(C4CC4)s3)coc2c1 → 2, -0.7, -8, -16, 0.9, -1, 6, -0.2, 1.8
# Record of c1cc(-c2nnc(-c3ccncc3)o2)ccn1 → 18, -0.093, -8, 7, -0.6, -15, 0, 0.7, -1.0
# Record of Cc1ccc(S(=O)(=O)N2CCC(C(=O)Nc3ccc4c(c3)COC4=O)CC2)cc1 → 13, -0.34, 10, 8, -1.4, 6, -10, 0.9, 0.9
# Record of CCOC(=O)Cn1c(=O)n(C2CCCC2)c(=O)c2ccccc21 → -10, ., -4, -12, 0.7, -20, 13, 0.2, 0.0

# (more compounds)
SMILES,HEK293 NFkB inh,D1 allo mod,Jurkat tox 60K,5HT1E antag,S1P3 agonist,S1P1 ag pot,5HT1a antag,HTR1E agonist,5HT1a ag
c1ccc2c(c1)[nH]c1c(NCC3CCCO3)ncnc12 (stereo not drawn),12,-2.5,12,3,-1.5,21,16,0.4,0.7
COc1cccc(-n2c(SCC(=O)N3CCOCC3)nc3c([nH]c4ccccc43)c2=O)c1,23,2,.,16,.,.,29,-0.4,0.5
COc1cccc(C2=NOC(C(=O)NCc3ccccn3)C2)c1 (stereo not drawn),6,1.8,-1,-4,0.8,1,-5,-0.2,-0.9
CC(=O)c1c(C(C)=O)c(C)n(CCCCn2c(C)c(C(C)=O)c(C(C)=O)c2C)c1C,15,-0.019,2,-5,-0.4,.,-8,0.0,-2.1
C/C(NCC(C)(C)CN(C)C)=C(/C#N)C(=O)NCc1ccccc1,3,-0.88,-4,7,-0.8,1,1,-1.1,2.8
COc1ccc(N(CC(=O)Nc2ccc(C)cn2)S(=O)(=O)c2c(C)noc2C)cc1,6,.,13,13,-1.0,13,17,0.4,-1.0
COc1ccc(-c2nc(C#N)c(N3CCOCC3)o2)cc1OC,22,3.2*,2,-2,-0.3,-4,7,0.3,4.0
